Luciferase inh: Firefly luciferase inhibition profiling of diverse chemical library using quantitative high-throughput screening. Luciferin 4-monooxygenase (Photinus pyralis), P08659. purified P. pyralis luciferase, luminescence, biochemical. Potency, µM (doses to about 115 µM), without a hit: at the top dose activity change, negative = inhibition, usual class: inhibitors. 76,000 compounds, 2.5% hits; also: potency is read from the fitted curve at half-maximal effect; nearly all actives have a fitted effect of over 65% in size
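Purified 10nM P. pyralis luciferase with 10uM D-luciferin and 10uM ATP in 50mM Tris acetate pH 7.5, 10mM Mg acetate, 0.01% Tween-20, 0.05% BSA. qHTS titration; luminescence read by CCD imager.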
GPT2 inhibitor: Primary qHTS assay for inhibitors of Glutamate pyruvate transaminase 2 (GPT2); AID 1671188, 2021; Alanine aminotransferase 2 (Homo sapiens), Q8TD30; Recombinant GPT2, coupled pyruvate oxidase/HRP Amplex Red fluorescence; 100,000 compounds, 0.25% hits; Potency, µM (series often up to 57.7 µM), without a hit: at the top dose activity change, negative = inhibition, most hits filed as inhibitors; also: potency is read from the fitted curve at half-maximal effect; nearly all actives have a fitted effect of over 60% in size; many of its hits are not listed in these tables
Target sequence (Q8TD30 whole entry, looked up): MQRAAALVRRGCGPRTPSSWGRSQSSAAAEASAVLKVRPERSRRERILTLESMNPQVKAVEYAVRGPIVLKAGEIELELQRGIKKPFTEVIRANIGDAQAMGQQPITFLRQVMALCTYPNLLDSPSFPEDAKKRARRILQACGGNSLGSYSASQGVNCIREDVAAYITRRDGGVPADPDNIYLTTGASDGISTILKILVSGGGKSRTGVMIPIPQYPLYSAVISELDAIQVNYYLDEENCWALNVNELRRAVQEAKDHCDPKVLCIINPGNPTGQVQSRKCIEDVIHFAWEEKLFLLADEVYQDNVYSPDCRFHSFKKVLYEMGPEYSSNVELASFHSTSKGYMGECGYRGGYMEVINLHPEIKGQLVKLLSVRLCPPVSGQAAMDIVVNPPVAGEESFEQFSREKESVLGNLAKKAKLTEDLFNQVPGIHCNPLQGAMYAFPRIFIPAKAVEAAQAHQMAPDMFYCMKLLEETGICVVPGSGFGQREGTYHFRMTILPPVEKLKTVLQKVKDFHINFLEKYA
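Inhibition is scored from Amplex Red fluorescence generated when pyruvate oxidase and HRP act on pyruvate released by GPT2. Reactions contain 10ng/uL enzyme, 250uM a-KG and 2mM L-alanine and run 30 min at room temperature.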
HEK293 tox: Cytotoxic Profiling in HEK 293 Cell Line of Diverse Libraries Using Quantitative High-Throughput Screening. HEK 293 viability, ATP luminescence (CellTiter-Glo), 48-72 h. Potency, µM (series often up to 115 µM), inactives show at the highest dose activity change, negative = cytotoxicity, actives largely listed as inhibitors. 94,000 compounds, 6.6% hits; also: potency is read from the fitted curve at half-maximal effect; nearly all actives have a fitted effect of over 60% in size
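Viability of HEK 293 cells, plated at 250 cells/well, was judged by cellular ATP after compound treatment for 48 or 72 hr. Luminescence was imaged 10 min after CellTiter-Glo addition at room temperature.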
IP6K1 inh: Primary qHTS assay for small molecule inhibitors of Inositol hexaphosphate kinase 1 (IP6K1); Inositol hexakisphosphate kinase 1 (Homo sapiens), Q92551; IP6K1 kinase, ADP-Glo luminescence, 2 h; stronger effect = lower value; activity change, % (series mostly up to about 58 µM); 140,000 compounds, 0.81% hits; AID 1645851, 2021; in the data active = activity change below about -25%
Target sequence (Q92551 whole entry, looked up): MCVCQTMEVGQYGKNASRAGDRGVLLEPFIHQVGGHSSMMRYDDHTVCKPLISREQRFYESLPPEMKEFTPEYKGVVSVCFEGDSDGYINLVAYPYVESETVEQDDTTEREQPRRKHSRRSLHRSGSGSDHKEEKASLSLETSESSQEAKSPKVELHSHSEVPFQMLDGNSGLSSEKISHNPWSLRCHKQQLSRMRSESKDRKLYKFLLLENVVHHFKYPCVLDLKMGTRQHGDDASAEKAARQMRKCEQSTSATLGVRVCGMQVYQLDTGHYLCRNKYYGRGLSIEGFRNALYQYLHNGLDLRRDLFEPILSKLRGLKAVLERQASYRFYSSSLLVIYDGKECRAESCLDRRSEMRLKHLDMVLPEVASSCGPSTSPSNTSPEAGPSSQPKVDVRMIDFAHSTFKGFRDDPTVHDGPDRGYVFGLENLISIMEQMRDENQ
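ADP-Glo luminescence measures ADP made by human IP6K1 during a 2 h RT reaction with ATP/IP6 (mix at 1.3 mM/130 uM); top library doses 57.5 and 19.1 uM final.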
SNCA expr inhib: Primary qHTS assay for inhibitors of alpha-synuclein gene (SNCA) expression. Potency, µM (doses to about 57.2 µM), without a hit: top-dose activity change, negative = inhibition, actives largely listed as inhibitors. HEK-293 SNCA-luciferase knock-in, luminescence, 24 h. 140,000 compounds, 0.17% hits. AID 1671194, 2021;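 also: potency is read from the fitted curve at half-maximal effect; plate controls were DMSO cells for no effect and cell-free wells for full effect; nearly all actives have a fitted effect of over 45% in size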
HEK293 viab: GF-AFC viability counterscreen for inhibitors of alpha-synuclein gene (SNCA) expression; HEK-293-SNCA-luc viability, GF-AFC fluorescence, 24 h; Potency, µM (highest dose often 57.1 µM), without a hit: at the highest dose activity change, negative = cytotoxicity, actives largely listed as cytotoxic; 150,000 compounds, 0.12% hits; AID 1671193, 2021;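 also: potency is read from the fitted curve at half-maximal effect; 0% = DMSO-treated cells and -100% = medium-only wells without cells; nearly all actives have a fitted effect of over 30% in size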
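HEK-293-SNCA-luc cells (1500/well) plated 24 h, then exposed 24 h to a dilution series; GF-AFC added 30 min at 37C, fluorescence 405/540 nm; normalised to medium-only and DMSO wells, Hill fit.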
3T3 cytotox: Cytotoxic Profiling in NIH 3T3 Cell Line of Diverse Libraries Using Quantitative High-Throughput Screening; NIH 3T3 viability, CellTiter-Glo ATP luminescence, 48-72 h; Potency, µM (titrated, usually from 96.7 µM), for inactives: at the top dose activity change, negative = cytotoxicity, usual class: inhibitors; 94,000 compounds, 4.3% hits; AID 1345082, 2018; also: potency is read from the fitted curve at half-maximal effect; nearly all actives have a fitted effect of over 55% in size
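Cytotoxicity was measured by CellTiter-Glo ATP luminescence after 48 or 72 h compound exposure at 37 °C. Mouse NIH 3T3 fibroblasts were seeded at 400 cells/well and dosed by 23 nL pin transfer.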
The depositor's hits bear a star; i = inactive; ? = inconclusive; . = no result given; [ ] = another dose, or the depositor's remark. Unless noted, calls follow the shape of the dose curve; as a rule, active = well fitted curve in the direction sought with a large enough effect; inconclusive = small, poorly fitted or top-dose-only effect, or another doubt; inactive = no such curve, though single readings can be large; an effect the other way counts as inactive or inconclusive. Unless noted, % is scaled to controls: 0 for no effect and ±100 for the full control effect. The list is partial; count on the stated rates, not on these rows.

SMILES | Luciferase inh | GPT2 inhibitor | HEK293 tox | IP6K1 inh | SNCA expr inhib | HEK293 viab | 3T3 cytotox
O=C(CN1C(=O)NC(c2ccccc2)C2=C1COC2=O)NC1CCCC1 (stereo not given) | -12% | -7% | -14% | -16 | -12% | 5% | -12%
CCc1cccc(C)c1NC(=O)c1cc(S(=O)(=O)N(Cc2ccc(C(=O)OC)cc2)Cc2ccc(OC)c(OC)c2)ccc1F | . | . | . | 20 | 8% | 7% | .
CC(C)c1nn2c(=O)cc(COC(=O)COc3ccccc3F)nc2s1 | . | . | . | 21 | 19% | 12% | .
COc1ccc(N2CC(NC(=O)c3ccc(S(=O)(=O)N4CCCC4)cc3)CC2=O)cc1 (stereo not given) | . | . | . | 9 | 11% | 2% | .
Cc1cc(C)c(S(=O)(=O)NCC(c2ccco2)N2CCOCC2)c(C)c1 (stereo not given) | . | . | . | 3 | -26% | -17% | .
CN1CCN([C@H]2CCN(C(=O)COCc3ccccc3)C[C@H]2CCCO)CC1 | 1% | -9%[11.5 µM] | -9% | 9 | -4% | 1% | -6%
COc1ccccc1CN1Cc2cc(NC(=O)c3ccc(OC)c(OC)c3)ccc2OC(C)C1=O (stereo not given) | 0% | 4% | ? | -1 | 17% | ? | ?
O=C(Nc1ccccc1)N1CCN(c2nc3ncccc3o2)CC1 | -2%[172 µM] | i | ? | 1 | -4%[87.6 µM] | -8%[87.6 µM] | -38%[138 µM]
COCCNC(=O)c1ccc(-c2nc(CN3CCc4ccccc43)c(C)o2)cc1 | . | . | . | 12 | ? | -2% | .
Cc1cccc(O[C@H]2COCCN(C(=O)c3cc(C)nn3C)C2)n1 | 1%[172 µM] | 5%[88.5 µM] | -3%[172 µM] | 5 | 3%[87.6 µM] | -1%[87.6 µM] | -1%[174 µM]
CC(C)c1ccc(CNC(=O)C2CCN(c3cc(C(F)(F)F)ncn3)CC2)cc1 | -5% | -15% | ? | -15 | -9% | -18% | ?
N#Cc1ccc(CNC2(Cc3cc(CN4CCN(c5ccccc5)CC4)on3)COC2)cc1 | 0% | 3% | -15% | 7 | ? | 0% | -11%
O=C1CCN(S(=O)(=O)c2ccccc2)CCCN(C(=O)CCC2CCCC2)CCN1 | 2% | i | i | -11 | -3% | -3% | -13%
CN1Cc2nc(NCCOc3ccccc3)ccc2OCC1=O | -22%[172 µM] | -46%[88.5 µM] | ? | -8 | -2%[87.6 µM] | 3%[87.6 µM] | ?
C=CCNC(=O)CC1CCCN(c2cnn(CC)c(=O)c2)C1 (stereo not given) | 11% | i | -5% | 12 | 15% | 5% | i
CCOc1ccc(Nc2cc(C)c(C#N)c3nc4ccccc4n23)cc1 | . | . | . | 8 | 19% | 0% | .
COc1ccc(OC)c(NC(=O)N2CCC3(CC2)Oc2ccccc2C(=O)N3Cc2ccccc2F)c1 | . | . | . | 7 | -19% | -5% | .
CNC(=O)N1CCC(Oc2ncccc2C(=O)N(C)C)C1 (stereo not given) | 6% | 3% | 3% | 6 | 2% | 1% | -5%
CCOc1ccc2nc(N3CCCC(C(=O)NCCc4ccc(OC)cc4OC)C3)sc2c1 (stereo not given) | . | . | . | -6 | -21% | -29% | .
O=C(c1ccccc1)N1CCC2(C1)C(=NC1CCCC1)NC(=O)N2c1cc(F)cc(F)c1 (stereo not given) | . | ? | -11% | 2 | -1% | -11% | -26%
Cc1nc2cnccn2c1C(=O)NCC(C)C | . | . | -6%[172 µM] | 9 | . | . | -13%[138 µM]
COc1ccc([C@@]2(O)c3c(ccc(CC=C(C)C)c3O)NC(=O)[C@@H]2OC)cc1 | . | -19%[27.3 µM] | . | -5 | . | -3% | .
Cc1ccc(C(=O)NC[C@H]2O[C@@H](CC(=O)NCCN3CCOCC3)[C@H](O)[C@@H]2O)cc1 | -4%[172 µM] | -10%[88.5 µM] | -9%[172 µM] | 12 | 15%[87.6 µM] | 5%[87.6 µM] | -7%[174 µM]
Cc1cccc(CNS(=O)(=O)c2ccc(-c3cnc(C4CC4)o3)cc2)c1 | . | . | . | -4 | -23% | 2% | .
CC(C)c1nnc(NC(=O)CC[C@H]2NC(=O)c3ccccc3NC2=O)s1 | 1% | i | 3% | 7 | -4% | -7% | 0%

Compound profiles (already shown).
Cc1cccc(CNS(=O)(=O)c2ccc(-c3cnc(C4CC4)o3)cc2)c1 in the list: Luciferase inh: .; GPT2 inhibitor: .; HEK293 tox: .; IP6K1 inh: -4; SNCA expr inhib: -23%; HEK293 viab: 2%; 3T3 cytotox: .
CC(C)c1ccc(CNC(=O)C2CCN(c3cc(C(F)(F)F)ncn3)CC2)cc1 in the list: Luciferase inh: -5%; GPT2 inhibitor: -15%; HEK293 tox: ?; IP6K1 inh: -15; SNCA expr inhib: -9%; HEK293 viab: -18%; 3T3 cytotox: ?

Single entries from the entries so far:
Cc1nc2cnccn2c1C(=O)NCC(C)C in HEK293 tox is entered as -6%[172 µM]
CCOc1ccc(Nc2cc(C)c(C#N)c3nc4ccccc4n23)cc1 in HEK293 viab is entered as 0%

(continued)
SMILES | Luciferase inh | GPT2 inhibitor | HEK293 tox | IP6K1 inh | SNCA expr inhib | HEK293 viab | 3T3 cytotox
CN1CCN(C(=O)CCS(=O)(=O)c2ccccc2)CC(O)C1 (stereo not given) | 0% | -17% | -8% | 6 | 38%[activator] | 11% | -14%
Cc1ccccc1CC(=O)N1CC(C(=O)NC2CCCCC2)C2(CCOCC2)C1 (stereo not given) | -7% | -26% | -6% | 5 | 1% | 6% | -8%
Cc1ccc(CN2C(=O)[C@@H]3C[C@@H](O)CN3C3(CN(C4CCC(F)(F)CC4)C3)C2=O)o1 | 2%[172 µM] | -15%[88.5 µM] | i | 2 | -1%[87.6 µM] | 6%[87.6 µM] | -9%[174 µM]
COc1ccc(-c2n[nH]c3c2CC(=O)N(CCOc2ccccc2)C3)cc1F | -7%[172 µM] | i | 100µM* | 1 | -2%[87.6 µM] | -12%[87.6 µM] | ?
CN(C)c1cccc(C(=O)N2CCCC(n3cc(-c4nc(-c5ccccc5)no4)nn3)C2)c1 (stereo not given) | ? | i | ? | 18 | 69%[activator] | -18% | ?
Cc1ccc(CN2CCC(N3CC4CCCN4C3=O)CC2)cc1 (stereo not given) | 10%[172 µM] | -17%[88.5 µM] | -8%[172 µM] | 1 | 0%[87.6 µM] | 3%[87.6 µM] | -11%[138 µM]
CC1(c2nc(C3CCOCC3)nn2CC2COCCO2)CC1 (stereo not given) | 6% | -10% | -4% | 0 | 18% | 0% | -13%
Cc1ccc(NC(=O)C2CCC(CNS(=O)(=O)c3cccs3)CC2)cc1C (stereo not given) | . | . | . | -1 | ? | -5% | .
COc1cccc(C(=O)N2CCC3(CC2)CC(Cc2ccccc2)=NO3)c1 | 2%[172 µM] | i | -13%[172 µM] | -18 | -3%[87.6 µM] | 8%[87.6 µM] | -20%[138 µM]
Cc1cc2cccc(C(=O)N3CCc4nc(-c5cn[nH]c5)[nH]c4C3)c2o1 | -8% | -5% | -5% | 34 | 0% | -8% | i
O=C([C@@H]1C[C@@H](c2ccc(F)cc2)N([S+](=O)([O-])c2cccnc2)C1)N1CCOCC1 | 1%[172 µM] | -19%[88.5 µM] | ? | -5 | 50%[activator][87.6 µM] | 3%[87.6 µM] | ?
CCOc1ccccc1NC(=O)CN1CCCN(Cc2cccc(Cl)c2)S1(=O)=O | . | . | . | -17 | 19% | 1% | .
O=C(c1cccc(F)c1)N1CCC(n2cnnc2-c2ccccc2)CC1 | -4% | i | -27% | -7 | 2% | 3% | -13%
CCc1ccc(-c2csc(-c3cc4cc(Br)ccc4oc3=O)n2)cc1 | . | . | . | 30 | -8% | -1% | .
Cc1ccc(NC(=O)C2=CC(c3cccs3)=NS(=O)(=O)N2C)cc1 | . | . | . | -20 | 60%[activator] | -9% | .
CCOc1ccc(C(=O)NCc2nc3cccnc3n2Cc2ccc(F)cc2)cc1OCC | . | . | . | 29 | 10% | -13% | .
COc1cccc(NC(=O)CSc2ncc3c(n2)-c2ccc(Cl)cc2N(C)S3(=O)=O)c1 | . | . | . | 4 | -6% | 11% | .
CC1=C[C@@H](CNC(=O)C2CC2)[C@H](C(C)C)C[C@H]1CC(=O)NC1CCCC1 | -6%[172 µM] | i | -23%[172 µM] | -4 | -29%[87.6 µM] | -22%[87.6 µM] | -13%[174 µM]
CN1CCC2(C1)CN(CC1CCOCC1)c1ccc(C(=O)NCC(F)(F)F)cc12 (stereo not given) | 9%[172 µM] | -2%[88.5 µM] | -19%[172 µM] | 4 | 3%[87.6 µM] | 5%[87.6 µM] | ?
Cc1c(C(=O)NCC(c2ccc(Cl)cc2)N2CCOCC2)oc2ccccc12 (stereo not given) | . | . | . | -7 | -1% | -27% | .
O=c1[nH]c(SCc2ccc([N+](=O)[O-])cc2)nc2c1CCCC2 | . | . | . | -1 | -1% | -2% | .
Cc1ccc(Cl)cc1N1CCN(C(=O)c2cn(CC(C)C)c(=O)c3c2c2ccccc2n3C)CC1 | . | . | . | -9 | 26% | 10% | .
CCOc1ccc(Br)cc1CNCCSc1nnnn1-c1ccccc1 | . | . | . | 19 | -18% | 10% | .

Random excerpt: three compounds from above.
SMILES | Luciferase inh | GPT2 inhibitor | HEK293 tox | IP6K1 inh | SNCA expr inhib | HEK293 viab | 3T3 cytotox
CN1CCN(C(=O)CCS(=O)(=O)c2ccccc2)CC(O)C1 (stereo not given) | 0% | -17% | -8% | 6 | 38%[activator] | 11% | -14%
CCOc1ccc(Br)cc1CNCCSc1nnnn1-c1ccccc1 | . | . | . | 19 | -18% | 10% | .
O=C(c1cccc(F)c1)N1CCC(n2cnnc2-c2ccccc2)CC1 | -4% | i | -27% | -7 | 2% | 3% | -13%

Screening results (PubChem)
